CYP2C19 inh: inhibitors of human CYP2C19; P33261; CYP2C19 Supersomes, luciferin-H EGE luminescence, 30 min; inhibition, % at 5 µM; actives 21% (n = 96,000);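 active = CYP2C19 inhibition above a set limit at 5 µM in the primary screen, cut at about 50% in these data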;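 note: plate controls were negative control wells for no effect and 2.5 mM tranylcypromine positive control for full effect; values of inactives mirror those of a sister screen read the other way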
Plk1 PBD FP: inhibitors of human Plk1 polo box domain binding. actives 0.13% (n = 97,000). P53350. inhibition, %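 (tested at about 20 µM)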. Plk1 PBD phosphopeptide binding, fluorescence polarization; in the data active = inhibition above about 34%, passing the limit was not always enough
PLK1 kinase inh: inhibitors of human PLK1 kinase; P53350; recombinant PLK1 kinase, TR-FRET peptide phosphorylation; inhibition, % at 10 µM; actives 0.53% (n = 97,000); AID 619;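 active = inhibition of 50% or more in the single-concentration screen; inactive = inhibition below 50%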;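 note: 0% = DMSO max control and 100% = H-89 dihydrochloride min control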
CYP2C19 activ: cytochrome P450 2C19 (human) activation; P33261; recombinant CYP2C19, luciferin-H EGE luminescence; active compounds read high; 0 = fully inhibited enzyme, 1 = untreated enzyme; activation factor at 5 µM; 96,000 tested, under 10 active; AID 1025;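 active = activation factor of at least 2 at 5 µM in the primary screen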;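 note: 0 = wells with 2.5 mM tranylcypromine and 1 = vehicle-only wells; values of inactives mirror those of a sister screen read the other way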
CYP2C9 inhib: human CYP2C9 inhibition. P11712. CYP2C9 Supersomes, luciferin-H conversion, luminescence. inhibition, % at 5 µM. actives 20% (n = 96,000). AID 777;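 active = blocking of liver enzyme CYP2C9 beyond about 50% at 5 µM, limit read from the data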; note: values of inactives mirror those of a sister screen read the other way
Target sequence (P11712 whole entry, looked up): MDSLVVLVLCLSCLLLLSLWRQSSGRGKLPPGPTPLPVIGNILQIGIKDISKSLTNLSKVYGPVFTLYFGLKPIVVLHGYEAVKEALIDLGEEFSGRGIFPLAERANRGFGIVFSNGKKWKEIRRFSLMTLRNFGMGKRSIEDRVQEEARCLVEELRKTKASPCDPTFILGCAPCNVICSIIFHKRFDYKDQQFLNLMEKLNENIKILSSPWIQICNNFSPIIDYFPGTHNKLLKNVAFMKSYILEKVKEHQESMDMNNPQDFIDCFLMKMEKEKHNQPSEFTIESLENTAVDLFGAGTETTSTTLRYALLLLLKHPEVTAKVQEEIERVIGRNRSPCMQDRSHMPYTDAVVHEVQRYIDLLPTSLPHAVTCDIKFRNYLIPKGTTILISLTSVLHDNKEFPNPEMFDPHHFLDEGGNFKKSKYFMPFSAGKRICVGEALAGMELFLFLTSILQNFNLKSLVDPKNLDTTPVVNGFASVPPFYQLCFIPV
EphB4 ephrin blk: blocks human EphB4 binding to ephrin-B2; inhibition, % at 7 µM; EphB4 LBD / TNYL-RAW-Alexa532 peptide, fluorescence polarization; actives 0.15% (n = 97,000); P54760; AID 720;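 active = inhibition above the screen-wide mean inhibition plus 3 SD, cut at about 15% in these data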;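 note: 0% = DMSO wells and 100% = excess unlabeled TNYL-RAW peptide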
PLAP activator: activates human placental alkaline phosphatase. P05187. AID 696. purified PLAP enzyme, luminescent substrate read-out; active compounds read high. activation fold at 20 µM. actives 1.2% (n = 96,000); in the data active = activation fold above about 2
CYP2C9 act: activators of human CYP2C9; AID 1024; activation factor at 5 µM; actives 1.4% (n = 96,000); recombinant CYP2C9, luciferin-H conversion, luminescence; active compounds read high; factor 1 = untreated enzyme, 0 = blocked; P11712;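 active = activation factor of 2 or more for CYP2C9 at a 5 µM dose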;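 note: 0 = sulfaphenazole-blocked wells and 1 = vehicle-only wells; values of inactives mirror those of a sister screen read the other way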
HIV Rev-RRE inh: inhibitors of HIV-1 Rev-RRE RNA interaction | Rev peptide-RRE RNA binding, FRET | actives 0.79% (n = 97,000) | P05866 | inhibition, % at 8 µM | AID 704;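 active = inhibition above the screen-wide mean plus 3 SD, cut at about 35% in these data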;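 note: 0% = median DMSO wells and 100% = median Neomycin B control wells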
Target sequence (P05866 whole entry, looked up): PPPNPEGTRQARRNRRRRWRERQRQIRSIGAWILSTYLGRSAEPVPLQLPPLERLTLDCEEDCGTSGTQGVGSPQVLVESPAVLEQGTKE
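Test system: labelled RRE RNA duplex and labelled Rev peptide. Times: 5 min compound–RNA preincubation, then 15 min with peptide, 25 °C. Doses: single-dose 8 µM. Measured by: FRET, excitation 480 nm, emission 540 nm donor and 671 nm acceptor. Measure: % inhibition of FRET ratio versus controls.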
The depositor's hits bear a star; . = not tested or not shown. Rows were taken by chance; 29% or so of the library scored in one or more.

SMILES	CYP2C19 inh	Plk1 PBD FP	PLK1 kinase inh	CYP2C19 activ	CYP2C9 inhib	EphB4 ephrin blk	PLAP activator	CYP2C9 act	HIV Rev-RRE inh
CCOC(=O)CSc1nc2c(c(=O)n(C)c(=O)n2C)n1Cc1ccccc1F	63.1*	6.1	-13.0	0.4	60.5*	-0.5	1	0.4	1.1
COc1ccc(OC)c(C2C(C(C)=O)=C(O)C(=O)N2CCc2ccc(OC)c(OC)c2)c1 (stereo unspecified)	.	-8.4	-9.7	.	.	-6.5	.	.	1.4
Cc1ccc2nc(N3CCN(C)CC3)c(C#N)cc2c1	4.9	-12.5	15.4	1	-2.3	-3.5	1.1	1	4.0
CCC(=O)Nc1ccc(S(=O)(=O)N2CCc3ccccc3C2)cc1	86.2*	16.3	-12.3	0.1	-76.3	.	1.3	1.8	.
CC(C)c1cc(=O)oc2c3c4c(cc12)CCCN4CCC3	86.9*	.	.	0.1	12.6	.	2*	0.9	.
CCOCCn1c(CN2CCN(c3ccccc3)CC2)nc2c1c(=O)n(C)c(=O)n2C	.	0.9	-21.6	.	.	5.2	.	.	2.4
CC1CCN(C(=O)CN(c2ccc3c(c2)OCO3)S(C)(=O)=O)CC1	37.8	2.8	-6.2	0.6	-28.4	4.4	1.1	1.3	0.6
O=C(Nc1cccc(C(F)(F)F)c1)C1CCCN1S(=O)(=O)c1cccc2cccnc12 (stereo unspecified)	46.8	-11.3	-4.7	0.5	47.9	4.2	1.4	0.5	15.3
CC(=O)c1ccc2cccc3c2c1N=CN3C	11.6	-48.9	3.7	0.9	-34.3	-1.4	1.1	1.3	11.8
Cc1cc(C)cc(N(CC(=O)N2CCOCC2)S(=O)(=O)c2ccccc2)c1	.	-2.3	-16.1	.	.	-1.7	.	.	-0.5
CCN(CC)CCCNc1oc(-c2ccc(OC)c(OC)c2)nc1C#N	9.0	-17.4	-12.3	0.9	-6.8	0.0	1	1.1	-1.7
COc1ccccc1N/N=C/c1c(CO)cnc(C)c1O	15.6	-10.8	-12.8	0.8	-4.3	8.2	0.9	1	0.4
CCOC(=O)c1c(C)[nH]c(C(=O)OCC(=O)N2c3ccccc3CC2C)c1C (stereo unspecified)	-7.8	0.6	-2.1	1.1	-4.2	2.4	0.9	1	7.8
CC(=O)c1c(C)cc(C)c(CSc2nc(C)cc(=O)[nH]2)c1C	-1.0	.	.	1	26.4	.	1	0.7	.
Nc1ccccc1Oc1ncc(C(F)(F)F)cc1Cl	71.6*	-4.3	-13.3	0.3	-19.5	-0.6	1	1.2	3.7
O=C(CN1CCCN(Cc2ccc(F)cc2Cl)C1=O)NC1CCCCCCC1	18.6	-10.8	-11.2	0.8	7.3	5.1	0.9	0.9	2.2
COCCn1c(N)c(C#N)c2nc3ccccc3nc21	26.3	-13.0	-12.0	0.7	23.5	1.3	0.9	0.8	-0.8
COC(=O)/C=c1/s/c(=C(/C#N)C(=O)NCc2ccccc2)n(-c2ccccc2)c1=O	-3.1	2.1	-10.1	1	-3.6	-3.5	1.2	1	6.7
Cc1ccc(-c2nnc(SCC(=O)Nc3nc4c(s3)CCCC4)n2C)cc1	7.1	-33.7	-3.2	0.9	34.7	0.3	1	0.7	0.5
O=C(NCC1CCCO1)c1cccc(Br)c1 (stereo unspecified)	-11.9	-10.1	-6.5	1.1	-41.8	-4.7	1	1.4	2.4
COc1ccc(-n2c(Cc3cccn3C)nnc2SCC(=O)NCC2CCCO2)cc1 (stereo unspecified)	-15.9	-25.7	-12.3	1.2	-6.7	2.7	1.4	1.1	3.0
CCOC(=O)Cc1csc(N)n1	-7.7	-23.3	-2.4	1.1	-3.8	1.8	1	1	1.9
CN(Cc1nc(-c2cccnc2)no1)S(=O)(=O)c1ccc(Br)cc1	29.3	-14.7	-0.2	0.7	38.3	-10.3	1.1	0.6	1.9
O=C(Nc1ccc2c(c1)OCO2)C1CCN(S(=O)(=O)c2cccc3cccnc23)CC1	31.8	24.7	-3.2	0.7	-179.2	2.6	1.1	2.8*	3.0
O=C1COc2ccc(C(=O)CSc3nnc(-c4cccs4)n3Cc3ccccc3)cc2N1	51.7*	-19.9	6.3	0.5	62.6*	4.3	1.6	0.4	0.7
COCCCNC(=O)C1CCN(S(=O)(=O)c2c(C)noc2/C=C\c2ccc(OC)cc2)CC1	21.5	-5.1	-9.1	0.8	39.5	5.1	1.4	0.6	9.0
CC(C)O/C(=N\S(=O)(=O)c1ccc(Cl)cc1)c1ccccc1	95.3*	-4.3	-52.2	0	95.1*	-0.2	0.6	0	3.4
Cc1c(S(=O)(=O)N2CCc3ccccc3C2)c(=O)n(C)c(=O)n1C	12.5	-15.5	-13.9	0.9	-4.6	-3.4	0.9	1	-0.1
CN(CC(=O)Nc1ccc(Cl)cc1)S(=O)(=O)c1cccc2cccnc12	47.5	14.7	-10.5	0.5	67.9*	-6.1	0.8	0.3	10.0
O=C(COC(=O)c1n[nH]c(=O)c2ccccc12)c1ccc(Cl)cc1	3.0	4.9	-4.4	1	1.4	-4.3	0.9	1	6.9
Cc1ccc(NC(=O)C2(S(=O)(=O)c3ccc(C)cc3)CC2)cc1	36.5	-4.4	-45.9	0.6	49.0	-3.8	0.9	0.5	4.4
O=c1c(-c2ccccc2)[n+]([O-])c2ccccc2n1O	-17.1	16.1	-13.4	1.2	-2.6	-5.6	1.3	1	16.9
Cn1c(=O)c2c(nc(NCc3ccco3)n2Cc2ccccc2Cl)n(C)c1=O	1.8	3.5	-9.8	1	-9.1	-0.1	0.9	1.1	4.9
O=C(O)CCCC(=O)Nc1ccc(C(=O)N2CCCCC2)c(Cl)c1	-21.9	26.6	-19.7	1.2	-25.6	1.5	1	1.3	4.5
Cc1cccc(-c2noc(-c3ccccc3C(=O)NCC3CCCO3)n2)c1 (stereo unspecified)	18.3	21.1	-6.2	0.8	21.7	6.0	1.1	0.8	8.1
N#CCC(=O)N/N=C/c1ccc(Sc2nc3ccccc3s2)o1	78.3*	-16.0	-15.3	0.2	18.3	1.9	1.2	0.8	-1.0
CCSc1nc(N)nc(-c2cccs2)c1C#N	37.1	6.4	-13.4	0.6	71.8*	-1.0	0.8	0.3	7.7
C=CCNC(=S)NNc1ncnc2sc3c(c12)CC(C)(C)OC3	17.9	-4.4	-7.3	0.8	19.6	-5.9	2.2*	0.8	1.3
CCCCCc1ccc(CC(=O)Nn2c(C)nc3ccccc3c2=O)cc1	59.8*	2.0	-10.3	0.4	94.6*	-1.6	1.5	0.1	8.4
O=C(O)C1CCCN1C(=O)Nc1ccc(F)cc1 (stereo unspecified)	-8.2	-12.6	-5.1	1.1	-26.2	-4.7	1.3	1.3	-1.4
O=C(c1ccc(CN2CCOCC2)cc1)N1CCN(c2ccccc2)CC1	.	7.9	-12.0	.	.	5.5	.	.	4.6
COc1cc(/C=N/N2CCN(C3c4ccccc4-c4ccccc43)CC2)ccc1O	1.2	18.0	-13.1	1	30.1	5.8	1.3	0.7	-1.8
CCC(Sc1nnc2c3ccccc3n(CC)c2n1)C(=O)Nc1sc2c(c1C#N)CCCC2 (stereo unspecified)	37.6	-1.3	-9.5	0.6	51.9*	11.1	1.6	0.5	10.6
Cc1ccc(C2C(C#N)=C(N)Oc3n[nH]c(-c4cccs4)c32)cc1 (stereo unspecified)	.	29.6	-9.8	.	.	-1.8	.	.	3.1
Cc1nc(SCC(=O)NCc2ccco2)c2oc3ccccc3c2n1	89.4*	0.3	-1.9	0.1	89.2*	0.3	1.4	0.1	6.2
CS(=O)(=O)NC1CCN(Cc2ccccc2)CC1	0.7	-14.5	-13.0	1	46.5	-0.1	1.1	0.5	10.2
Cc1ccnc(SCCn2c(Br)nc3c2c(=O)[nH]c(=O)n3C)n1	-4.9	.	.	1	-6.9	.	1.1	1.1	.
CC1=C(C(=O)OCc2ccccc2)C(c2ccco2)C2=C(CC(C)(C)CC2=O)N1 (stereo unspecified)	62.7*	-20.0	-7.0	0.4	67.4*	6.7	1.5	0.3	1.4
CC1(C)Cc2c(sc3c2c(=N)n(Cc2ccco2)c(=O)n3CC(=O)Nc2ccccc2)CO1	10.7	16.1	2.5	0.9	8.2	-7.0	1	0.9	2.5
CN(Cc1nc(-c2ccccn2)no1)S(=O)(=O)c1ccc(Cl)cc1	21.9	-6.6	-12.8	0.8	13.9	-5.5	0.9	0.9	3.4
O=C(CSc1nnc(-c2cccnc2)n1Cc1ccccc1)NCc1ccccc1	.	-3.2	-7.2	.	.	2.1	.	.	9.3
Cc1ccc(Cl)c2c1NC(=O)C2(O)CC(=O)c1ccc(Br)cc1 (stereo unspecified)	60.9*	-11.6	-6.6	0.4	4.5	-4.9	1	1	9.3
CC(=NCC1CCCO1)c1c(O)[nH]c(=O)[nH]c1=O (stereo unspecified)	-7.7	-27.5	-12.5	1.1	9.2	-2.8	0.9	0.9	7.7
Cc1cccc(C)c1NC(=S)NC(=O)CCc1ccccc1	50.2*	22.8	-17.5	0.5	32.5	5.4	0.9	0.7	-0.8
CCCn1c(C)cc(C(=O)CN2C(=O)c3cccc(N)c3C2=O)c1C	-25.1	-7.7	-21.7	1.3	-27.7	0.0	0.8	1.3	9.4
O=C(Cn1cc2c(n1)CCCC2)NCCCN1CCN(c2ccccc2F)CC1	20.1	15.4	-12.2	0.8	-6.8	0.2	1	1.1	1.0
CCOc1ccc(CN(C(=O)c2oc3ccccc3c2C)C2CCS(=O)(=O)C2)cc1 (stereo unspecified)	37.4	7.2	-4.6	0.6	33.8	-2.3	1.3	0.7	13.0
COc1ccc(Br)cc1C(=O)Nc1cccc(C)c1	9.9	8.7	-8.1	0.9	32.1	4.7	0.7	0.7	6.7
COc1ccc(/C=N/n2cnnc2SCCO)cc1OC	17.0	1.5	-12.8	0.8	18.0	-1.8	0.9	0.8	1.7
CC(=O)N1CCN(Cc2nc3cc(NC(=O)C4CCCCC4)ccc3n2C)CC1	-12.1	6.3	-11.9	1.1	4.0	-8.1	1.2	1	3.4
(listing goes on)
SMILES	CYP2C19 inh	Plk1 PBD FP	PLK1 kinase inh	CYP2C19 activ	CYP2C9 inhib	EphB4 ephrin blk	PLAP activator	CYP2C9 act	HIV Rev-RRE inh
C/C(=C\c1ccccc1)CN1CCC(C(=O)N2CCC(C)CC2)CC1	.	5.5	-10.4	.	.	-1.4	.	.	-5.5
CCOC(=O)c1ccc(CNC(=O)Cn2nnc(-c3ccc(C)cc3)n2)o1	17.7	7.6	-7.2	0.8	59.8*	-2.1	1	0.4	-1.7
CCOc1ccc(-n2c(SCC)nc3c(c2=O)SCC3)cc1	-9.0	.	.	1.1	-5.0	.	0.9	1.1	.
COC(=O)c1ccc(OCC(O)Cn2nnc3ccccc32)cc1 (stereo unspecified)	81.3*	5.7	-5.9	0.2	82.3*	-2.4	1	0.2	-1.4
Cc1ccc(S(=O)(=O)N2CCN(S(=O)(=O)c3ccc(C)cc3)C2)cc1	29.7	-26.8	-1.4	0.7	67.9*	5.4	1.1	0.3	10.9
COc1ccc(C)cc1S(=O)(=O)Nc1cccc(Cl)c1	38.7	8.5	-8.4	0.6	47.5	-7.4	0.9	0.5	12.3

Screens from PubChem BioAssay.
